# S1P3 antagonist: S1P3 (human) receptor antagonism | Q99500 | CHO S1P3 NFAT-BLA reporter, FRET fluorescence, antagonist mode | inhibition, % at 4.98 µM | 170,000 compounds, 0.27% hits | AID 485;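 active = inhibition above the plate cutoff, the mean inhibition of test wells on that plate plus 3 SD, cut at about 28% in these data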;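 note: cells challenged with S1P at its EC80 of 0.8 µM; blue over green emission ratio from cleaved BLA substrate after 4 h stimulation; 0% = S1P-stimulated wells and 100% = unstimulated DMSO-only wells; some compounds past the cut are filed as inactive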
# Target sequence (Q99500 whole entry, looked up): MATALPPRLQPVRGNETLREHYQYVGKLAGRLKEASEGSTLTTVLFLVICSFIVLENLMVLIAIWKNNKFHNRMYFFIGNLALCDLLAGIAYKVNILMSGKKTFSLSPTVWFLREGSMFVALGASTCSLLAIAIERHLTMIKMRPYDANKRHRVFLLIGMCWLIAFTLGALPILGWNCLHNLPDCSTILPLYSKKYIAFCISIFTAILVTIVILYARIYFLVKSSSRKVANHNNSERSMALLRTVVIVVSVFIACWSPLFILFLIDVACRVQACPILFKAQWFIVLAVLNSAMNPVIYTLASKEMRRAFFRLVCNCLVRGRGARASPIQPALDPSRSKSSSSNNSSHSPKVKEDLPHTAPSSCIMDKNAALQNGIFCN
# Active calls of the source: *.
SMILES	S1P3 antagonist
CC(C)OP(=O)(OC(C)C)C(Nc1ccc([N+](=O)[O-])cc1)c1cccc([N+](=O)[O-])c1 (stereo not given)	9
CN(C)c1nc(=Nc2cccc(Cl)c2)ss1	3
COc1cc(C(=O)c2ccccc2)c([N+](=O)[O-])cc1OC	-7
O=C(CCC(=O)N(CC(=O)NC1CCCCC1)Cc1cccs1)Nc1nccs1	7
NC(=S)NC(=O)c1ccccc1	4
O=C(CN1CCN(C(c2ccccc2)c2ccccc2)CC1)N1CCN(c2ccccc2)CC1	-9
CCC(C)c1ccc(C2C3=C(Nc4nc(N)[nH]c(=O)c42)c2ccccc2C3=O)cc1 (stereo not given)	7
N/C(=N\OC(=O)CCn1cccc(C(F)(F)F)c1=O)c1ccc(Cl)cc1	-1
Cc1ccc(C)c2[nH]c(=O)c(CN(Cc3cccnc3)C(=S)NCc3ccco3)cc12	-15
O=c1nc(Nc2ccc(Br)cc2)sc2ccc([N+](=O)[O-])cc12	-2

# Other compounds
SMILES	S1P3 antagonist
COc1cc(SC)ccc1C(=O)NCCN1CCOCC1	-17
CCCCOC(=O)c1ccc(NC(=O)C(=O)NCc2ccccn2)cc1	8
COc1cccc(OCc2cc(/C=N/Nc3ccc(C(=O)O)cc3)ccc2OC)c1	-4
Cc1ccc(-c2cc(Cc3ccccc3)c(=O)[nH]n2)cc1	-11
c1ccc2c(c1)nc(Nc1ccc(N3CCCCC3)cc1)c1nncn12	1
Cc1ccc(S(=O)(=O)NNC(=S)NC(C)(C)C)cc1	7
Clc1ccc(N2CCN(/N=C/c3ccncc3)CC2)cc1	-6
NC(=S)Nc1ccccc1Br	2
Cc1ccc(C(=O)OCC(=O)Nc2ccc3[nH]c(=O)[nH]c3c2)cc1[N+](=O)[O-]	9
O=C(CCCn1nnc2ccccc2c1=O)N[C@@H](Cc1ccccc1)C(=O)O	-6

# Structures from the list above containing a halogen:
SMILES	S1P3 antagonist
CN(C)c1nc(=Nc2cccc(Cl)c2)ss1	3
N/C(=N\OC(=O)CCn1cccc(C(F)(F)F)c1=O)c1ccc(Cl)cc1	-1
O=c1nc(Nc2ccc(Br)cc2)sc2ccc([N+](=O)[O-])cc12	-2
Clc1ccc(N2CCN(/N=C/c3ccncc3)CC2)cc1	-6
NC(=S)Nc1ccccc1Br	2

# Continuation.
SMILES	S1P3 antagonist
O=c1[nH]c2ccccc2nc1-c1ccc(Cl)cc1	13
NNC(=O)C(=O)/C=C1\NC2(CCCC2)Cc2ccccc21	-2
Cc1nc(Nc2ccccc2)sc1C(=O)Nc1ccccc1	-3
Cc1nc(S(=O)(=O)N2CCN(C3c4ccccc4-c4ccccc43)CC2)cn1C	-4
O=C(/C=C/c1ccc(F)cc1)NC(=S)N1CCCCC1c1cccnc1 (stereo not given)	-3
Cc1c(NC(=O)C(=O)N/N=C/c2cccs2)c(=O)n(-c2ccccc2)n1C	-3
CC(=O)Nc1ccc(-n2nnnc2SCC(=O)Nc2cccc(NC(=O)c3ccco3)c2)cc1	5
C=CCOc1ccn(C)c(=O)n1	-3
COC(=O)/C(C#N)=C/N(C)C	-10
COC(=O)C1=NN(c2ccc(C)cc2)C2C(=O)N(c3ccccc3OC)C(=O)C12 (stereo not given)	11

# The listing continues.
SMILES	S1P3 antagonist
CC(NCC(O)c1ccc([N+](=O)[O-])cc1)C12CC3CC(CC(C3)C1)C2 (stereo not given)	-11
CCCc1c(C(=O)NNc2cccc(Cl)c2)cnn1-c1ccccc1	-5
Brc1ccccc1C1=Nn2c(nnc2-c2ccco2)SC1	-15
CCCNC(=O)C12CCC(C)(C(=O)O1)C2(C)C (stereo not given)	1
CCOc1ccc2nc(COC(=O)c3ccncc3)c(C(=O)c3ccccc3)[n+]([O-])c2c1	0
Cc1ccc(N2C(=O)CC(Sc3cccs3)C2=O)cc1 (stereo not given)	1
O=C(COC(=O)/C=C/C(=O)OCC(=O)Nc1ccccc1F)Nc1ccccc1F	0
Cc1ccc(-c2c[n+]3c(n2-c2ccccc2)SCC3)cc1	-8
O=C1CSC(c2cccnc2)N1Cc1ccc(Cl)cc1 (stereo not given)	6
COc1cc(NC(N)=S)c(OC)cc1Cl	5

# Additional records
SMILES	S1P3 antagonist
CN(CC1CCCO1)S(=O)(=O)c1ccc(C(=O)Nc2nccs2)cc1 (stereo not given)	12
O=C1N=C(N2CCCC2)S/C1=C\C=C\c1ccccc1	6
C[n+]1cccc(C2C(C#N)=C(N)Oc3c2ccc2ccccc32)c1 (stereo not given)	-8
O=C(Nc1cccc2ccccc12)NC1Cc2ccccc2C1	-15
CC(=O)Nc1nnc(CSCc2ccc(F)cc2)s1	1
C/C(=C\C(=O)Nc1cscc1C)C(=O)O	7
CC(C)[C@H](NC(=O)c1ccco1)C(=O)OCC(=O)N(C)c1ccccc1	-6
COc1ccc(NC(=O)c2cnc3ccccn3c2=O)cc1OC	14
O=C(Nc1ccc(F)cc1)C(Cc1ccccc1)n1cccc1 (stereo not given)	36*
c1ccc(CSc2nc3ccccc3[nH]2)cc1	6

# More compounds:
SMILES	S1P3 antagonist
Cc1nc2c(ncn2-c2ccccc2)c(=O)n1NC(=O)CN1CCCC1	-12
O=C(c1ccc2c(=O)n3c(nc2c1)CCCCC3)N1CCN(c2ccccc2)CC1	-9
COC(=O)CSC1=C(C#N)C(c2ccccc2F)CC(=O)N1 (stereo not given)	1
O=C(NCC(O)COc1ccc([N+](=O)[O-])cc1)Nc1ccccc1 (stereo not given)	0
COc1ccc(OCC(=O)Nc2ccncc2)cc1	-9
O=C(O)CC1(CC(=O)NCc2ccccn2)CCCCC1	3
CCCCOC(=O)N1CCOCCOCCOCCOCC1	9
COc1ccc(OCC(=O)N2CCN(c3nnc(-c4ccc(C)cc4)c4ccccc34)CC2)cc1	-3
O=C(c1ccc(NC(=O)C2(c3ccccc3)CCCC2)cc1)N1CCOCC1	14
NC(=O)c1ccc(N=Nc2c(O)c3ccccc3[nH]c2=O)cc1	2

# More results.
SMILES	S1P3 antagonist
O=C(O)CCC(=O)Nc1ccc(Oc2ncnc3cc(Cl)ccc23)nc1	3
O=S(=O)([N-]c1nc2ccccc2nc1-[n+]1ccc(CCCc2ccccc2)cc1)c1cccs1	-8
CCS(=O)(=O)N1Cc2ccccc2CC1C(=O)Nc1ccc(F)cc1 (stereo not given)	5
NC(=O)C12CCCC(Br)(CCC1)C2	-4
Cc1cccc(Nc2c3c(nc4ccccc24)CCC3)c1	-7
O=C(COC(=O)c1ccc[nH]c1=O)NCCc1ccc(Cl)cc1Cl	-6
CCCCN(C)C(=O)c1nc2ccccn2c1CNCCCn1ncc2ccccc21	2
OCC1CCCCN1CCNCc1cn[nH]c1-c1cccc2ccccc12 (stereo not given)	8
O=c1[nH]cnc2sc3c(c12)CCC3	6
COC(=O)c1[nH]c2ccc(C)cc2c1NC(=O)CN1CCCCC1C (stereo not given)	-14

# Going on with the list:
SMILES	S1P3 antagonist
COc1ccccc1CCNS(=O)(=O)c1ccc(C(=O)O)n1C	7
Cc1ccc(C(=O)Nc2ccc(N3CCOCC3)nc2N2CCOCC2)cc1	-7
O=C(CCn1nc(-c2ccc(Cl)cc2)c2ccccc2c1=O)NN1CCOCC1	5
CCN(CC)S(=O)(=O)c1cccc(NC(=O)COC(=O)/C=C/c2cccs2)c1	-14
CCCc1nc(SC)[nH]c(=O)c1C	-24
Cc1csc2nc(NC(=O)c3ccccc3)sc(=O)c12	-8
CN1C(=O)/C(=C2\SC(=S)N(CCCCCC(=O)O)C2=O)c2ccccc21	1
N#CCC(=O)N/N=C/c1ccc(Cl)cc1	1
CCOC(=O)c1cc(C(C)(C)C)n(CCCN2CCOCC2)c1C	-7
CSc1cccc(NC(=S)Nc2cc(C)ccc2C)c1	9

# More entries follow.
SMILES	S1P3 antagonist
O=C(NCc1ccco1)Nc1cccc([N+](=O)[O-])c1	8
CCCCOc1ccc(Cc2cnc(N)nc2N)cc1	7
CC(C)(C)S(=O)(=O)c1cnc(N2CCCC2)nc1N	-5
O=c1c2ccccc2nc(SCc2ccccc2)n1CC1CCCO1 (stereo not given)	-5
O=S1(=O)CC2SC(=S)N(c3ccccc3)C2C1 (stereo not given)	5
COc1ccc(OC)c(Nc2nc3ccccc3n3cnnc23)c1	8
CC1N=C2c3ccccc3N=C(SCc3cc(=O)n4ccccc4n3)N2C1=O (stereo not given)	-6
C/C(CC(=O)Nc1cc(Cl)ccc1C)=N\NC(N)=O	3
COc1cccc(C=N[C@@H](CO)[C@@H](O)c2ccc([N+](=O)[O-])cc2)c1O	-6
N/C(=N/OC(=O)c1ccccc1Cl)c1ncc([N+](=O)[O-])s1	10

# Other records follow:
SMILES	S1P3 antagonist
COCc1cc(=O)[nH]c(SCCS(=O)(=O)c2ccc(Cl)cc2Cl)n1	17
C=CCN1C(=O)N(c2ccc(F)cc2)C(=O)C1CC(=O)Nc1ccc(Cl)cc1 (stereo not given)	9
N#C/C(=C(/O)Cc1ccccc1)P(=O)(c1ccccc1)c1ccccc1	-22
Cc1nc2sc(-c3ccccc3)cc2c(=O)n1N	-1
CC(C)(C)C(=O)C(Cl)C(=O)Nc1ccccc1 (stereo not given)	-3
Cc1cc(C)c2nc(C)cc(Nc3ccc(C(=O)N4CCOCC4)cc3)c2c1	2
O=C(O)c1cccnc1SC1CC(=O)N(c2ccc(OC(F)F)cc2)C1=O (stereo not given)	-2
CN(C)c1ccc(/C=C/C(=O)c2c(O)c3ccccc3oc2=O)cc1	12
CC(=O)n1c2ccccc2c2c(C#N)c(N3CCCCC3)sc21	-43
COc1ccc(NC(=O)c2nc(SC)ncc2Cl)cc1	10

# (more compounds)
SMILES	S1P3 antagonist
O=C(NN1C(=O)C2CCCCC2C1=O)c1ccco1 (stereo not given)	6
O=C(O)COc1ccccc1/C=N/NC(=O)CSc1nnc(-c2ccc(Cl)cc2)n1C1CCCCC1	4
N=C1/C(=C\c2coc3ccccc3c2=O)C(=O)N=C2SC(c3ccncc3)=NN12	-5
CCN(c1ccccc1)c1nc(C#N)nc(N(CC)c2ccccc2)n1	-4
O=C1NC(=Nc2ccc(F)cc2)SC1Cc1ccc(F)cc1 (stereo not given)	7
Cc1c(/C=N/NC(=O)c2cccs2)c2ccccc2n1Cc1ccccc1Cl	7
O=C(Cc1n[nH]c(=O)[nH]c1=O)N/N=C/CCc1ccccc1	-17
CCN(CC)S(=O)(=O)c1ccc(N2CCOCC2)c(NC(=O)c2ccc(NC(C)=O)cc2)c1	1
COc1ccc2[nH]c(O)c(N=NC(=O)Cc3cccs3)c2c1	-1
COc1ccc(Nc2nc(NCC3CCCO3)nc(N)c2[N+](=O)[O-])cc1 (stereo not given)	-6

# (list continues)
SMILES	S1P3 antagonist
CC(=O)c1csc(COc2ccc(Cl)cc2)n1	13
Fc1ccc(-c2csc(N3CCOCC3)n2)cc1	12
Cc1cc(N/N=C/c2ccncc2)c([N+](=O)[O-])cc1[N+](=O)[O-]	-6
CCN(CC)S(=O)(=O)c1ccc(Cl)c(NC(=O)CSc2cccc[n+]2[O-])c1	-8
Cc1cc(C)c(-n2nnnc2SCC(=O)c2cc3ccccc3o2)c(C)c1	1
CCO/C(C)=C1/SC(=S)NC1=O	2
O=CN/C=C/c1cc(O)ccc1O	-10
CCN(CC)CC(=O)Nc1ccc(C)cc1C(=O)c1ccccc1	-1
CCOCCn1c(SCC(=O)OCc2ccccc2)nc2c1c(=O)[nH]c(=O)n2C	3
Cc1nn(C(=O)c2c(-c3ccccc3)noc2C)c(C)c1N=Nc1cc(C(F)(F)F)cc(C(F)(F)F)c1	-3

# Next section (2 carried over from the part before).
SMILES	S1P3 antagonist
CCOCCn1c(SCC(=O)OCc2ccccc2)nc2c1c(=O)[nH]c(=O)n2C	3
Cc1nn(C(=O)c2c(-c3ccccc3)noc2C)c(C)c1N=Nc1cc(C(F)(F)F)cc(C(F)(F)F)c1	-3
CS(=O)(=O)Nc1nc2n(n1)C(c1ccccc1)CC(c1ccccc1)N2 (stereo not given)	1
CCCCNC(=O)O/N=C(\N)CS(=O)(=O)C(C)(C)C	-14
CCn1c(C)nc2cc(C(=O)NNC(=S)Nc3ccc(Cl)cc3)ccc21	-8
O=C(O)Cc1ccc(C(=O)CSc2ccccc2)s1	-6
Cc1cc(OCC(=O)c2ccc(C(F)(F)F)cc2)n2cnnc2n1	-10
O=CNC(n1cnc2c(N3CCOCC3)ncnc21)C(Cl)(Cl)Cl (stereo not given)	2
COc1ccc2c(C(=O)CN3CCSCC3)c[nH]c2c1	-4
COC(=O)c1ccsc1NC(=O)CN1C(=O)CCC1=O	-28
COc1ccc(N(Cc2cc3cccc(C)c3[nH]c2=O)C(=O)C2CCCO2)cc1 (stereo not given)	-8
CCOc1ncccc1C(=O)Nc1cccc(-c2nc3cccnc3s2)c1	1

# Sorted by length of the SMILES (low to high): some entries from above
SMILES	S1P3 antagonist
COc1ccc2c(C(=O)CN3CCSCC3)c[nH]c2c1	-4
O=CNC(n1cnc2c(N3CCOCC3)ncnc21)C(Cl)(Cl)Cl (stereo not given)	2
CS(=O)(=O)Nc1nc2n(n1)C(c1ccccc1)CC(c1ccccc1)N2 (stereo not given)	1

# Further structures
SMILES	S1P3 antagonist
COC(=O)N/N=C/c1ccc(-c2ccc(Cl)cc2Cl)o1	5
COc1ccc(/C=C(/NC(=O)/C=C/c2ccccc2)C(=O)NCCCCCC(=O)O)cc1	-5
O=C(O)c1cccnc1Sc1ccccc1Cl	-11
Clc1ccccc1/C=C/c1ccnc2ccccc12	-14
Cc1ccc(N=Nc2cc(C)ccc2N)cc1	4
CCCCCOc1ccc(N2C(=O)C(C)CNC2=S)cc1 (stereo not given)	2
Cn1cnc(S(=O)(=O)Nc2ccccc2C(=O)NCC2CC2)c1	10
Cc1ccc(-c2n[nH]c(S(C)(=O)=O)c2C#N)cc1	-10
CC(=O)Nc1ccc(S(=O)(=O)N(C)c2ccc(OCC(=O)OCC(=O)Nc3ccc(OC(F)F)cc3)cc2)cc1	-12
CCOc1ccc(NC(=O)C2C3CC/C=C\CCC32)cc1 (stereo not given)	4

# The list is partial; rates above refer to the full screens.
